SUMO Mot1 rescue: yeast Mot1-301 growth rescue at high temperature, primary screen, SUMOylation pathway inhibitor project, S. cerevisiae, ATP luminescence, 38.5C | S. cerevisiae Mot1-301 growth rescue; percent above DMSO median, 100 means doubled | growth rescue, % at 18.8 µM | 320,000 compounds, 1% hits;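 active = every valid replicate shows activation above 250% relative to neutral control wells; inactive = the rest, any valid replicate at or below 250%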;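 also: OY570 slx delta 5 strain wells were the positive control but not used for scaling; some compounds called inactive have numbers as strong as hits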
Arr AP2 block: inhibitors of beta-arrestin/AP2 binding, primary screen, biochemical, GPCR trafficking, flow cytometry; beta-arrestin 1 C-terminal peptide binding to AP2 beta2-adaptin appendage (human); FITC-arrestin peptide / GST-AP2 beads; AP2 beta2 appendage carries R879A mutation; inhibition, % at 10 µM; 340,000 compounds, 0.31% hits;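 active = inhibition above a set limit, near 3 SD of compounds lacking own fluorescence, cut at about 54% in these data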;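 also: plate controls were DMSO wells for no effect and 5 µM unlabelled arrestin peptide for full effect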
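Test system: GST-tagged AP2 beta2-adaptin appendage (R879A) on 4 µm glutathione beads; also added: fluorescein-tagged arrestin peptide at 50 nM final; timing: 12 min plus 1 h, RT; signal: flow cytometry, FL1 (488/535 nm); read-out: percent drop in bead-associated FITC signal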
SR-BI uptake up: activators of SR-BI mediated DiI-HDL uptake, primary screen, ldlA[mSR-BI] CHO cells, DiI fluorescence. 3 h; 100 = double the neutral-control signal. activation, % at 12.5 µM. 320,000 compounds, 0.096% hits. AID 504775, 2011;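 active = mean replicate activation of at least 60% and every replicate at or above 60%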;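 also: 0% = median plate neutral-control signal and 100% = twice that signal; values of inactives mirror those of a sister screen read the other way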
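Test system: SR-BI-overexpressing, LDLR-lacking CHO cells; Also added: labelled HDL, 10 µg/mL; Measured by: bottom-read cell fluorescence after medium removal, ex 550/em 595 nm; Timing: 3 h uptake period with compound, 37 °C; Buffer or medium: F12, 0.5% BSA, 25 mM HEPES; Doses: single compound concentration, delivered by pin transfer.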
dFosB act: activators of delta FosB homodimer, primary screen, biochemical, fluorescence polarization, TAMRA-CDK5 oligo, single point. Protein FosB (Mus musculus), P13346. purified delta FosB; percent of positive-control signal above neutral wells. activation, % at 25 µM. 340,000 compounds, 0.99% hits. AID 493131, 2011;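 active = mean activation above about 17%, with every replicate also reaching it, limit read from the data, passing the limit was not always enough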;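 also: fluorescence polarization rise as delta FosB binds a TAMRA Cdk5 AP-1 oligo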
Target sequence (P13346 whole entry, looked up): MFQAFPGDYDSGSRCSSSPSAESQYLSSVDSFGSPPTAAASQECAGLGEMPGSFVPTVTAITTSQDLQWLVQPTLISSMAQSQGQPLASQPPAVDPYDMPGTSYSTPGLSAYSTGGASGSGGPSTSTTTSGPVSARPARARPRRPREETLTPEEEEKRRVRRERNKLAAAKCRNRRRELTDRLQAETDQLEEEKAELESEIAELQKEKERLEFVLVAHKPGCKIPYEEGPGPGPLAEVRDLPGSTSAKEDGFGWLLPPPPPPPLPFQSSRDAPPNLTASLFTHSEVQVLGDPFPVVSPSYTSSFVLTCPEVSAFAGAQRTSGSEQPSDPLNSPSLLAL
PKA-R2B act: activators of PKA-R2B holoenzyme, primary screen, biochemical, fluorescence polarization, Cy5-IP20, human | AID 504700, 2011 | activation, % at 11.4 µM | 340,000 compounds, 0.079% hits | PKA-R2B holoenzyme dissociation; R2B truncated from residue 108, S112A mutant; 0% DMSO only, 100% 113 µM cGMP;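 active = activation above a cutoff set at the mean over all compounds plus 3 SD, cut at about 18% in these data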;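 also: higher means more holoenzyme dissociation and a rise in polarization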
SR-BI HDL uptake: inhibitors of SR-BI mediated HDL lipid uptake, primary screen, ldlA[mSR-BI] cells, fluorescence, single point; Scavenger receptor class B member 1 (Mus musculus), Q61009; ldlA[mSR-BI] CHO cells, DiI-HDL uptake fluorescence, 3 h; inhibition, % at 12.5 µM; 320,000 compounds, 0.96% hits; AID 488896, 2010;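 active = mean replicate inhibition of at least 70% and a set share of replicates each scoring 70 or more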;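 also: 0% = median of neutral control wells and 100% = median of positive control wells; values of inactives mirror those of a sister screen read the other way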
Target sequence (Q61009 whole entry, looked up): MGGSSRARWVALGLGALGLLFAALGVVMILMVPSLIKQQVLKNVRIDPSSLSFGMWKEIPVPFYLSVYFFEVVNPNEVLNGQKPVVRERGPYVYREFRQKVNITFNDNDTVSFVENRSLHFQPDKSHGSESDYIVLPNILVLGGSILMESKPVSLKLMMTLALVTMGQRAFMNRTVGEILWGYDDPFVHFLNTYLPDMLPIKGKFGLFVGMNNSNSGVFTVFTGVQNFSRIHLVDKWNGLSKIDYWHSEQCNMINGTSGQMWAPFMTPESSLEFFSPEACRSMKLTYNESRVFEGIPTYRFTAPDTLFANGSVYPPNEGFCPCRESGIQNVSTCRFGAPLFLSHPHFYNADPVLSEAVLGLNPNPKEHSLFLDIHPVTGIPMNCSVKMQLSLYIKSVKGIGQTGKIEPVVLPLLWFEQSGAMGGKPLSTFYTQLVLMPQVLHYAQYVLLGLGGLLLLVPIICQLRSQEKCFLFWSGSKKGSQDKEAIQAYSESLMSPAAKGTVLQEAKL
CDK5 inh: inhibitors of human CDK5/p35 kinase, primary screen, biochemical, single concentration; Cyclin-dependent kinase 5 (Homo sapiens) + Cyclin-dependent kinase 5 activator 1 (Homo …; Recombinant CDK5/p35, ADP-Glo luminescence, 60 min; inhibition, % at 10 µM; 330,000 compounds, 0.01% hits; AID 488839, 2010;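 active = highest replicate inhibition of at least 50% and at least 75% of replicates reaching 50%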;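 also: plate controls were DMSO neutral control for no effect and GW8510 at 10 µM for full effect; many of its hits are not listed in these tables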
DSG3 Ab inh: inhibitors of pemphigus antibody binding to DSG3, primary screen, biochemical, bead-based, flow cytometry, scFv-GFP. Desmoglein-3 (Homo sapiens), P32926. DSG3-coupled beads, scFv-anti-DSG3-GFP binding; active compounds read low. binding (percent of control), % at 10 µM. 310,000 compounds, 0.48% hits. AID 588358, 2011;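 active = binding more than 3 SD below its plate's average and above zero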;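 also: hits lower antibody fragment binding to DSG3; some compounds called inactive have numbers as strong as hits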
NSD2 inh: NSD2 histone methyltransferase inhibitors, primary screen, biochemical, AlphaScreen, single concentration, set 2. Histone-lysine N-methyltransferase NSD2 (Homo sapiens), O96028. NSD2 peptide methylation, 120 min. inhibition, % at 12.5 µM. 310,000 compounds, 0.54% hits. AID 743445, 2014; in the data active = inhibition above about 50%
MITF act: activators of MITF-driven TRPM1 promoter reporter, primary screen, cell-based, SK-MEL-5, luciferase, single point; SK-MEL-5 TRPM1-promoter luciferase, 24 h; % of positive control, neutral wells = 0; activation, % at 12.5 µM; 300,000 compounds, 0.75% hits; AID 588334, 2011;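 active = mean activation of at least 80% with every replicate also reaching 80%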;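 also: 0% = neutral control wells and 100% = parthenolide positive control wells; values of inactives mirror those of a sister screen read the other way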
PKA-R1A act: activators of PKA-R1A holoenzyme, primary screen, biochemical, fluorescence polarization, Cy5-IP20, bovine R1A, mouse PKAc; cAMP-dependent protein kinase type I-alpha regulatory subunit (Bos taurus) + …; PKA-R1A dissociation; scaled: DMSO 0%, 113 µM cGMP 100%; activation, % at 11.4 µM; 340,000 compounds, 0.083% hits; AID 504707, 2011;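 active = percent activation above the mean of all tested compounds plus 3 SD, cut at about 19% in these data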;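 also: higher means more PKAc released from R1A so a rise in polarization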
* hit, by the source's call; i = inactive; x = not tested or not shown; & = joins results of further samples.

Under each structure: MITF act | CDK5 inh | PKA-R2B act | SR-BI HDL uptake | SR-BI uptake up | dFosB act | PKA-R1A act | SUMO Mot1 rescue | NSD2 inh | Arr AP2 block | DSG3 Ab inh
1: Cc1cccc(C(=O)/C=C2/c3ccccc3CC(C)(C)N2C)c1
→ 8 | 0.2 | -12 | -4 | 4 | -3 | 0 | 31 | 25 | -7 | 101
2: CC(=O)OCc1cc(-c2nc3ccccc3[nH]c2=O)nn1-c1ccc(Cl)cc1
→ -2 | -1.2 | 1 | 14 | -14 | -10 | -6 | 15 | -4 | 11 | 90
3: CC(C)CC1COC(=O)N1 (stereo not drawn)
→ 2 | -1.5 | 7 | -2 | 2 | 7 | 9 | -8 | x | -6 | 104
4: CCCS(=O)(=O)N1CCC(C(=O)NCCCN2CCCC2=O)CC1
→ 7 | 0.8 | -11 | -30 | 30 | 4 | -11 | -17 | 2 | -3 | 103
5: CCOc1ccc(NC(=O)CS(=O)CC(=O)Nc2cccnc2)cc1 (stereo not drawn)
→ 7 | 0.2 | 5 | x | x | 2 | 17 | 1 | -1 | 7 | 96
6: CCOC(=O)c1c(C)n(C)c2cc(-c3ccc(C)cc3)c(O)cc12
→ 2 | 0.3 | -14 | 37 | -37 | -3 | -13 | 645* | -2 | 0 | 98
7: Cc1nc(-c2nc(C(=O)NNS(C)(=O)=O)cs2)cs1
→ 0 | 1.1 | -10 | 6 | -6 | 4 | 0 | -4 | 0 | 48 | 110
8: C=CCNC(=S)NCC=C
→ 7 | -1.4 | -7 | -1 | 1 | 2 | 2 | 293 | x | 23 | 103
9: COc1ccccc1CNC(=O)C(NS(=O)(=O)c1ccc2c(c1)oc(=O)n2C)C(C)C (stereo not drawn)
→ 10 | 1.0 | 0 | 5 | -5 | 0 | 6 | 430 | x | -1 | 107
10: CC(C)=CC1C(C(=O)NCCc2ccccc2)C1(C)C (stereo not drawn)
→ 9 | -0.2 | 10 | 10 | -10 | 1 | -6 | 23 | -3 | -12 | x
11: CC(C)Cn1c(-c2cccc(S(=O)(=O)N3CCOCC3)c2)n[nH]c1=S
→ 6 | 1.3 | -3 | -21 | 21 | -3 | 4 | -23 | -2 | -16 | 105
12: Cc1cc2nc(-c3ccccc3O)[nH]c2cc1C
→ 52 | 1.4 | 8 | 30 | -30 | 11 | 6 | x | 1 | 5 | 87
13: CCOC(=O)c1sc(CS(=O)(=O)c2ccc(Cl)cc2)nc1C
→ 0 | 0.5 | 8 | 1 | -1 | 5 | 2 | 8 | 0 | 0 | 98
14: CCOC(=O)c1nnn(CC(=O)N2N=C(c3cccc4ccccc34)CC2c2ccccc2)c1C(=O)OCC (stereo not drawn)
→ x | 0.5 | 1 | 54 | -54 | 9 | 2 | -14 | -3 | -1 | 96
15: CSc1nc2cc3c(cc2n1C(=O)c1ccc(C)cc1)OCCO3
→ 8 | 0.6 | 6 | -7 | 7 | -4 | 5 | -2 | -3 | -6 | 94
16: COc1ccc(C(=O)NCC(=O)NCC(=O)OCC(=O)C(C)(C)C)cc1
→ 1 | 1.2 | -2 | -3 | 3 | -4 | 0 | -8 | -2 | -8 | 100
17: C[C@H]1CN([C@@H](C)CO)C(=O)c2cc(NC(=O)Cc3ccccc3)ccc2O[C@H]1CN(C)Cc1ccccc1
→ -6 | -0.6 | 1 | -13 | 13 | -9 | -11 | -3 | x | 2 | 97
18: O=C1CCc2cc(S(=O)(=O)NC(Cc3ccccc3)C(=O)NC3CCCCC3)ccc2N1 (stereo not drawn)
→ 0 | 0.5 | 4 | -7 | 7 | -6 | 3 | -16 | x | 0 | 99
19: CCOC(=O)C(=CNNc1c(C)csc1C(=O)OC)C(=O)OCC
→ -19 | 0.2 | -5 | 23 | -23 | -9 | -6 | -18 | -1 | 4 | 113
20: Cc1[nH]nc2c1C(c1ccccc1)C1=C(CC(C)(C)CC1=O)N2 (stereo not drawn)
→ 28 | i | i | 3 | -3 | -1 | i | -47 | 0 | 4 | 102
21: CCC(=O)N=c1sc2cc(F)cc(F)c2n1C
→ -5 | 0.1 | -6 | -16 | 16 | -2 | -8 | -8 | x | -1 | 107
22: O=S(=O)(NCc1ccco1)c1ccc2c(c1)Cc1ccccc1-2
→ 24 | -2.4 | 11 | -15 | 15 | -14 | -4 | 31 | 2 | -3 | 91
23: Cc1ccnc(NC(=O)c2cccc(S(=O)(=O)Nc3ccc(C)cc3C)c2)c1
→ -9 | 1.8 | -8 | 23 | -23 | -6 | -9 | 0 | 0 | 33 | 118
24: CC(NCC(O)COc1ccc(S(=O)(=O)N2CCOCC2)cc1)c1ccccc1 (stereo not drawn)
→ 1 | 0.8 | -3 | 11 | -11 | -10 | -2 | 6 | 1 | 3 | 97
25: CCOC(=O)c1cc(-c2ccccc2)sc1NC(=O)CCN1C(=O)c2ccccc2C1=O
→ -2 | -0.9 | -9 | 61 | -61 | 9 | -7 | 4 | 5 | 32 | 98
26: O=C1C=C(c2ccc3cc[nH]c3c2)C[C@@H](c2ccc3c(c2)OCO3)C1
→ 1 | 1.5 | -9 | 21 | -21 | -12 | -8 | 8 | x | -3 | 101
27: CC(=O)c1cccc(NC(=O)NCc2ccc3c(c2)OCO3)c1
→ 8 | -1.3 | 8 | 40 | -40 | -5 | -4 | -4 | -1 | 9 | 118
28: CC(C)c1csc(CN2CCN(CCc3ccccc3)C(CCO)C2)n1 (stereo not drawn)
→ -6 | 0.1 | -11 | -5 | 5 | 2 | -13 | 16 | -1 | 4 | 94
29: CCN(CC)CCN(Cc1cc2ccc(C)cc2[nH]c1=O)C(=O)NC1CCCCC1
→ 8 | 2.4 | -10 | -1 | 1 | -11 | -6 | x | 4 | 7 | 106
30: Cn1ncc([N+](=O)[O-])c1C(=O)Nc1cccc2ccccc12
→ -4 | -0.6 | -2 | -12 | 12 | 1 | -6 | 37 | -13 | 30 | 102
31: Cc1cccc(NC(=O)Cn2c(=O)n3nc(CCn4nc(C)cc4C)nc3c3ccccc32)c1
→ -4 | 2.4 | -13 | 55 | -55 | -6 | -2 | -24 | -2 | 0 | 102
32: Cc1ccnc(NS(=O)(=O)c2cnc(Cl)c(Br)c2)c1
→ 7 | -2.0 | -3 | 16 | -16 | -2 | -3 | -1 | -3 | 19 | 38
33: COc1cc(S(=O)(=O)N2CCN(C)CC2)c(OC)cc1Cl
→ -7 | 0.9 | -2 | 0 | 0 | -3 | -2 | -5 | 5 | 26 | 108
34: Cc1ccc(OCC(=O)NC2CCCC(C)C2C)c([N+](=O)[O-])n1 (stereo not drawn)
→ 21 | -0.7 | -5 | -1 | x | 0 | -6 | 11 | 0 | -7 | 112
35: C(#Cc1ccccc1)CN1CCCCC1
→ 16 | -4.4 | 10 | -47 | 47 | 2 | -2 | 14 | 0 | -6 | 100
36: Cc1ccc(-c2nnnn2-c2ccccc2C(=O)O)cc1
→ x | -0.2 | 3 | -32 | 32 | -9 | -2 | -5 | -1 | -10 | 102
37: CC(Oc1ccc(Cl)cc1Cl)C(=O)NCc1ccncc1 (stereo not drawn)
→ -7 | -0.2 | 0 | 9 | -9 | 3 | 12 | 111 | -2 | 27 | 105
38: O=C(COC(=O)c1ccc(Cl)nc1)Nc1ccc2c(c1)OCCO2
→ 7 | 0.1 | 3 | -23 | 23 | 3 | -1 | -9 | -9 | -2 | x
39: O=C(O)CC/C(=N/NC(=O)c1ccc(-c2ccccc2)cc1)c1ccccc1
→ 5 | 0.7 | -3 | 24 | -24 | -6 | -14 | 6 | -1 | -13 | 103
40: Cc1cc(=O)[nH]c2nnc(-c3ccc(Br)cc3)n12
→ 26 | -0.2 | 0 | -9 | 9 | -2 | 5 | 416 | -2 | 26 | 89
41: COc1ccc(C(=O)C(C)OC(=O)c2nc3nccc(C)n3n2)cc1 (stereo not drawn)
→ 4 | -0.7 | -3 | -10 | 10 | 1 | -8 | 108 | -1 | 5 | x
42: O=C(c1ccc(F)cc1)N1CCN(C(=O)c2cccnc2)CC1
→ 13 | 0.3 | -15 | -6 | 6 | -4 | -7 | -1 | 1 | -3 | 108
43: Cn1nc(-c2ccc3c(c2)OCCO3)c2ccccc2c1=O
→ 1 | 0.8 | -2 | -7 | 7 | -9 | -15 | 4 | -2 | 18 | 100
44: COc1ccc(S(=O)(=O)n2nc(OCc3cccs3)cc2N)cc1
→ x | 0.2 | -13 | -1 | 1 | 10 | -8 | 9 | x | 31 | 98
45: COc1ccc(NC(=O)CC(C)C)c([N+](=O)[O-])c1
→ 14 | -1.9 | -10 | -2 | 2 | -9 | 5 | -1 | 0 | 29 | 103
46: O=C(NCCCN1CCOCC1)c1nn(-c2ccccc2)c(=O)c2ccccc12
→ -1 | 3.2 | -14 | -25 | 25 | -1 | -16 | 222 | -1 | 8 | 105
47: Cc1ccc(N2C(=O)c3sc4nnc(C)c(=O)n4c3C2=O)cc1
→ 4 | -1.0 | -6 | -8 | 8 | -4 | -3 | 125 | 1 | 3 | x
48: O=C(Nc1ccc(Cl)cc1)c1cccnc1N1CCCCC1
→ 19 | -0.5 | 10 | 2 | -2 | -8 | -4 | -15 | -6 | 37 | 96
49: N=C(N)c1ccccc1
→ 4&-12 | 1.3&0.3 | 5&-5 | -11&3 | 11&-3 | -6&-1 | 4&-1 | 8&-8 | x | -3&-4 | 99&119
50: Oc1ccccc1-n1nc2ccc3nonc3c2n1
→ -9 | -0.2 | 6 | x | x | 10 | -5 | 6 | -6 | -2 | 98
51: CC(=O)N1C(C)(C)CC(=NOC(=O)c2ccc(C)cc2)CC1(C)C
→ 0 | -1.8 | 2 | 14 | -14 | -13 | -5 | -14 | 1 | 5 | 99

Bioassay records (PubChem)
